Bioassay records: PubChem BioAssay, Broad Institute
LGR2 inh = blocks bursicon-induced cAMP signaling via Drosophila LGR2 | HEK293 LGR2, CRE-luciferase, bursicon-stimulated, 4 h | inhibition, % at 9.99 µM | 0.35% of 380,000 active;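 active means drop in luminescence signal, shown as inhibition above about 50% in the replicate tests, limit read from the data, passing the limit was not always enough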;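 further: agonist challenge used bursicon conditioned medium at about half maximal strength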
FN deposition inh = fibronectin deposition inhibition. inhibition, % at 12.6 µM. 0.086% of 350,000 active. AH1F fibroblasts, Alexa488-fibronectin deposition fluorescence, overnight;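 active means mean inhibition across replicates of 30% or more, regardless of how many single replicates reach that level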;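 further: positive control wells lacked labelled fibronectin entirely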
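Material – AH1F fibroblast monolayer, labelled fibronectin deposition · Reagent – labelled fibronectin 24 nM · Timing – 1 h adhesion, overnight exposure · Measured by – fluorescence at 485 nm excitation, 525 nm emission · Read-out – inhibition of fibronectin deposition signal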
PAX8 reporter = PAX8 transcriptional activity inhibition; RMG-I TPO-luciferase reporter, SteadyGlo, 24 h; inhibition, % at 12.6 µM; 1.2% of 360,000 active;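 active means mean replicate inhibition at least 60% with every replicate also reaching 60%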;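 further: luciferase light reporting Pax8 driven TPO promoter activity; plate controls were median of neutral control wells for no effect and mitoxantrone controls for full effect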
PGC1a acetyl inh = PGC1a acetylation modulation, inhibitor mode. inhibition, % at 15.6 µM. 0.17% of 350,000 active. U2OS PGC1a acetylation, AlphaScreen anti-acetyl-lysine; with virally co-expressed GCN5 acetyltransferase;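 active means every replicate shows inhibition of at least 40%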;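 further: 0% = neutral control wells and 100% = positive control wells; some results beyond the cut were filed as inactive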
PglD inh = inhibitors of Campylobacter jejuni PglD acetyltransferase; 0.098% of 360,000 active; AID 602405; inhibition, % at 12.5 µM; purified PglD enzyme, DTNB colorimetric CoA detection; in the data active means inhibition above about 16%, passing the limit was not always enough; further: strong numbers were not always called active
EWS-Fli inh = inhibitors of EWS/Fli oncoprotein transcriptional activity; inhibition, % at 12.6 µM; AID 651661; 0.67% of 350,000 active; A673 NR0B1-luciferase reporter, viability-normalised;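 active means mean inhibition of at least 50% after viability correction, with every replicate also passing that limit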;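 further: firefly luciferase signal divided by Alamar Blue viability fluorescence both relative to DMSO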
ERAP1 inh = inhibitors of human ERAP1 aminopeptidase; Q9NZ08; recombinant ERAP1, Leu-AMC fluorescence, 60 min; inhibition, % at 10.7 µM; 0.15% of 340,000 active;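 active means mean replicate inhibition of at least 30%, or all replicates individually reaching that 30% level; inactive means mean below 30% and not every replicate reaching it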;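 further: 0% = neutral control wells and 100% = L-leucinethiol positive control wells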
Target sequence (Q9NZ08 whole entry, looked up): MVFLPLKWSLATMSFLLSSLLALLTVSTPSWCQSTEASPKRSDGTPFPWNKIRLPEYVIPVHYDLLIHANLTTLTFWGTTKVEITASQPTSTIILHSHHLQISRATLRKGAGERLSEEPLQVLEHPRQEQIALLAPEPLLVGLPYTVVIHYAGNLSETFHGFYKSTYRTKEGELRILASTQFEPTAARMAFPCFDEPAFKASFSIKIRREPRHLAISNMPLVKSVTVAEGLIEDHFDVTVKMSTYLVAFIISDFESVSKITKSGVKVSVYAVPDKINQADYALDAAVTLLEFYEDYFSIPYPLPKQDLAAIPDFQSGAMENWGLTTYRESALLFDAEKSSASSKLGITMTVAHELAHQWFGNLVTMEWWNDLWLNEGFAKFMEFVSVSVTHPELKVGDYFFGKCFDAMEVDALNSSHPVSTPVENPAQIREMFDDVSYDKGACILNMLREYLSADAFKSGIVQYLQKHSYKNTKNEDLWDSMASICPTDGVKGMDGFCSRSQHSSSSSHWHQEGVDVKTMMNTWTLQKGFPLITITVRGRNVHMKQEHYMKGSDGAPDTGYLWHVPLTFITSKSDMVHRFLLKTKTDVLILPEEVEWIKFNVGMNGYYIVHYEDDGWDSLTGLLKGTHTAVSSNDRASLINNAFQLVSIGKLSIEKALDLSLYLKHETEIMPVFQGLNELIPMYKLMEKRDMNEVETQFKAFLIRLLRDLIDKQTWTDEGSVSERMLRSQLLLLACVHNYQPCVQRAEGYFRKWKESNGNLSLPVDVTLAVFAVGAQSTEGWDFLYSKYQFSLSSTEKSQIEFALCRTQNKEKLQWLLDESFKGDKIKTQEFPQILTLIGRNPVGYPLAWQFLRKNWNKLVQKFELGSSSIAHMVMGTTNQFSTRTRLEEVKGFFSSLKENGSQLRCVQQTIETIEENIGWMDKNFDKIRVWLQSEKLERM
S100A4 inh HTS = S100A4-myosin IIA interaction inhibition; P26447; S100A4/TAMRA-MyoIIA peptide fluorescence polarization; inhibition, % at 10.7 µM; 0.14% of 360,000 active; AID 652163;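 active means mean inhibition of at least 70% across replicates, with every replicate also reaching that level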
Target sequence (P26447 whole entry, looked up): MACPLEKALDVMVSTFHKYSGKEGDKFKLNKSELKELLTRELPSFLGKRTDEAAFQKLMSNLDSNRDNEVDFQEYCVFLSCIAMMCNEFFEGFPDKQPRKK
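Material: S100A4 monomer (human). Medium: Calcium-containing HEPES buffer, pH 7.2. Probe or stimulus: labelled myosin peptide probe, 5 nM. Compound dosing: one concentration per compound. Timing: polarization read 5 min after assay mix addition, stable 5–60 min. Benchmarks: DMSO as neutral control, TFP as positive control.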
* marks the source's active call; other numbers are inactive results; . = no result given; & = joins results of further samples.

SMILES | LGR2 inh | FN deposition inh | PAX8 reporter | PGC1a acetyl inh | PglD inh | EWS-Fli inh | ERAP1 inh | S100A4 inh HTS
O=C(COc1ccc2cc(Br)ccc2c1)N1CCCC1 | -45.6 | . | -87.3 | . | -4.3 | -57.9 | -2.1 | 6.3
Cc1ccccc1NC(=O)c1ccc(C)c(S(=O)(=O)N2CCN(C)CC2)c1 | 5.1 | 1.3 | -1.2 | -4.1 | 8.1 | -11.7 | -0.8 | -5.5
CCN(C(=O)CSc1nc(C)nc2sc(C)c(C)c12)C1CCS(=O)(=O)C1 (stereo unspecified) | -3.4 | -1.0 | -0.9 | -4.2 | -1.2 | 3.4 | 6.7 | -4.8
Nc1nnn(CC(=O)N/N=C/C=C/c2ccccc2)n1 | -30.0 | -1.4 | -49.9 | 1.2 | -3.7 | -18.8 | -0.9 | 5.2
COc1nc(Nc2ccc3c(c2)OCO3)nc(OC)n1 | -26.0 | 8.1 | -24.1 | -4.1 | 3.6 | -20.1 | 0.7 | -0.9
Cc1cccc(C(=O)N2CCC(=O)N(C(COCc3ccccc3)Cc3ccccc3)CC2)c1 (stereo unspecified) | 16.7 | 13.8 | 13.4 | -12.4 | 3.7 | 19.3 | . | -1.0
CC(=O)N1CCCCN2[C@@H](CO)[C@H](c3ccc(Br)cc3)[C@@H]2C1 | -21.1 | . | 0.4 | 1.6 | 1.3 | -7.8 | 3.5 | 5.8
O=C(C1CCC1)N1CCCCN2[C@H](CO)[C@H](c3ccc(-c4ccncc4)cc3)[C@@H]2C1 | -11.9 | 7.4 | -6.9 | 3.2 | -6.2 | -3.7 | -3.3 | -1.2
COc1ccc(S(=O)(=O)N2CCCCCC2)cc1C(=O)N(C)Cc1cccs1 | 15.9 | -2.0 | 0.0 | -1.8 | 4.6 | -1.5 | -2.9 | 31.1
C[C@H](O)[C@@H]1C(=O)N2CCc3c([nH]c4cccc(-c5ccccc5)c34)[C@@H]2C[C@@H]1N(C)CC1CCCCC1 | 10.2 | -5.1 | 4.0 | . | . | -5.8 | -0.9 | -6.0
COc1cccc(N2CCN(C(=O)CSc3ccc(F)cc3)CC2)c1 | -11.2 | . | -14.6 | . | . | -14.2 | 7.0 | 0.5
COCCCNC(=O)C(=O)C1C(=O)Nc2ccccc21 (stereo unspecified) | 23.1 | 1.4 | 17.0 | . | . | -3.7 | 12.2 | 6.3
C[C@H](c1ccccc1)N1C[C@H](COCc2ccccc2)Oc2cc(N3CC[C@H](O)C3)ccc2S1(=O)=O | 32.7 | 4.0 | -0.4 | . | . | 13.7 | 0.5 | 0.7
COc1cc(/C=C/c2nc3ccccc3c(=O)[nH]2)ccc1OC(F)F | -11.1 | -3.5 | -93.5 | 2.0 | -1.6 | -80.1 | -3.2 | 1.9
c1ccc(C[C@H]2CNCCN2CCCCC2CCCCC2)cc1 | 27.1 | 9.3 | -5.9 | . | -3.1 | 14.0 | . | -13.2
CCCc1nc2ccc(C(=O)OC)cn2c1Cc1ccccc1C(F)(F)F | -20.8 | -7.0 | 32.6 | -23.9 | -7.1 | 13.9 | 5.1 | 17.2
COc1ccc(CCNC(=O)Nc2nnc([C@H]3C[C@H](O)[C@@H](CO)O3)s2)cc1OC | 15.5 | -2.2 | -4.7 | 10.2 | -1.6 | 5.6 | 0.5 | -0.5
Cc1ccc(C)c(S(=O)(=O)N2CCCN(C)CC2)c1 | -10.1 | -4.0 | -16.8 | 2.2 | 2.6 | -6.8 | -5.0 | 3.4
CO[C@H]1CN(C)C(=O)c2cc(NS(=O)(=O)CC(F)(F)F)ccc2OC[C@H](C)N(CC2CCCCC2)C[C@@H]1C | 2.8 | -22.1 | 12.9 | 13.5 | -2.8 | 13.3 | . | 14.2
C[C@@H]1CN([C@H](C)CO)C(=O)c2c(c3ccccc3n2C)-c2ccccc2CO[C@@H]1CN(C)C(=O)Nc1ccc2c(c1)OCO2 | 16.3 | -1.2&0.4 | 29.8 | -7.1&-50.7 | -0.9 | 11.0&0.0 | 1.0&-9.1 | 1.2&-3.6
COc1ccccc1-c1ccc([C@H]2[C@@H](CO)N3CCCCN(C(=O)c4ccncc4)C[C@@H]23)cc1 | -7.3 | . | 5.9 | -2.0 | -0.4 | -9.6 | -0.8 | -10.3
OC[C@@H]1[C@@H](c2ccc(-c3cccc(F)c3)cc2)[C@H]2CN(CCC(F)(F)F)CCCCN12 | 0.2 | . | -4.7 | -38.7 | 1.8 | 5.2 | -1.6 | -31.0
CN1CCN(C(=O)C[C@H]2CC[C@@H]3[C@H](COC[C@H](O)CN3C(=O)Nc3cc(Cl)cc(Cl)c3)O2)CC1 | 1.3 | 0.5 | -1.3 | 4.2 | 2.8 | 2.1 | -1.0 | -5.6
CC(C)C[C@H](NC(=O)N1CCn2c1nc1ccccc12)C(=O)NCc1ccc2c(c1)OCO2 | 4.9 | -4.0 | 7.9 | -2.6 | -2.4 | -1.5 | 1.7 | 0.6
O=C(NCCOc1ccccc1Cl)C(=O)Nc1ccccc1 | -6.7 | 14.0 | -10.9 | . | . | -14.5 | 0.3 | -4.0

Copied from the list:
PGC1a acetyl inh, COc1ccc(S(=O)(=O)N2CCCCCC2)cc1C(=O)N(C)Cc1cccs1 : -1.8
LGR2 inh, CC(=O)N1CCCCN2[C@@H](CO)[C@H](c3ccc(Br)cc3)[C@@H]2C1 : -21.1

Back to the main list, repeating the three entries before the break.
SMILES | LGR2 inh | FN deposition inh | PAX8 reporter | PGC1a acetyl inh | PglD inh | EWS-Fli inh | ERAP1 inh | S100A4 inh HTS
CN1CCN(C(=O)C[C@H]2CC[C@@H]3[C@H](COC[C@H](O)CN3C(=O)Nc3cc(Cl)cc(Cl)c3)O2)CC1 | 1.3 | 0.5 | -1.3 | 4.2 | 2.8 | 2.1 | -1.0 | -5.6
CC(C)C[C@H](NC(=O)N1CCn2c1nc1ccccc12)C(=O)NCc1ccc2c(c1)OCO2 | 4.9 | -4.0 | 7.9 | -2.6 | -2.4 | -1.5 | 1.7 | 0.6
O=C(NCCOc1ccccc1Cl)C(=O)Nc1ccccc1 | -6.7 | 14.0 | -10.9 | . | . | -14.5 | 0.3 | -4.0
CCc1ccc(C(=O)COC(=O)c2ccc(Cl)nc2)cc1 | -35.8 | 9.0 | -100.7 | -6.7 | . | -75.7 | -0.3 | -5.3
O=c1c2nccnc2[nH]c(=S)n1Cc1ccccc1 | -4.1 | 3.0 | 1.5 | 0.0 | . | 2.0 | 11.2 | -14.3
C[C@H]1CN([C@@H](C)CO)C(=O)c2c(c3ccccc3n2C)-c2ccccc2CO[C@H]1CN(C)Cc1ccc(O)cc1 | -9.0 | 7.0 | -22.0 | 2.3 | . | -9.6 | -2.8 | 3.1
CCCN1C[C@H](C)[C@@H](OC)CN(C)C(=O)c2ccc(NC(=O)c3ccccc3)cc2OC[C@@H]1C | 27.6 | -16.4 | -23.4 | 1.0 | . | 22.5 | 0.1 | 3.0
CCNC(=O)C[C@@H]1CC[C@H]2[C@@H](COC[C@H](O)CN2C(=O)Nc2ccc3c(c2)OCO3)O1 | 4.2 | -27.0 | -1.5 | 0.6 | 0.2 | -3.1 | 0.7 | 8.0
Cn1c(CO)cnc1SCc1ccc(F)cc1 | 10.1 | -0.9 | -17.2 | 10.4 | . | -20.0 | -2.8 | -5.3
CCCC(=O)Nc1ccc(NC(=S)NC(=O)c2ccccc2[N+](=O)[O-])cc1 | . | -4.4 | 4.8 | . | . | -7.1 | 1.1 | 0.7
O=C1NC(=O)/C(=C\c2ccc(N3CCOCC3)o2)N1 | -41.8 | 4.0 | 0.7 | -3.2 | . | -14.0 | 1.4 | 39.9
O=C(Nc1ccccc1Cl)c1ccc(S(=O)(=O)N2CCOCC2)cc1 | -19.0 | 2.2 | 4.6 | 9.5 | . | 3.1 | -0.6 | -4.6
Cn1c(=Nc2ccccc2)sc2ccccc21 | -32.6 | . | . | -5.1 | -1.6 | -50.3 | -2.1 | -2.2
COc1ccc(CC(=O)Nc2nnc(C)s2)cc1 | . | -4.8 | -41.3 | -3.7 | -1.6 | . | . | .
Cc1ccc(C(=O)N2CCN(c3ccc(NC(=O)CSc4ccc(Cl)cc4)cc3)CC2)cc1 | -6.7 | -4.4 | -7.1 | . | 2.3 | 1.8 | . | .
CC1CCCN(Cc2c(C(=O)N3CCc4ccccc4C3)nc3ccc(Cl)cn23)C1 (stereo unspecified) | 6.6 | 10.5 | 32.4 | -0.8 | . | . | 0.3 | 0.5
Cc1c(C=O)c(=O)n(-c2ccccc2)n1-c1ccccc1 | 6.1 | -0.3 | 2.2 | 4.0 | 6.0 | . | . | .
CCn1cc(CN2CCC(n3nccc3NC(=O)CCCc3ccccc3)CC2)cn1 | -14.6 | 2.8 | 3.2 | . | 2.5 | . | -4.2 | -0.8
Cc1cc(C)nc(NC(=O)Cc2ccc(Cl)cc2)c1 | 0.0 | 11.5 | -24.7 | 3.9 | -2.5 | -7.9 | -0.8 | -2.8
CCOC(=O)c1[nH]c(C)c(C(=O)NCc2ccccn2)c1C | 7.1 | -4.0 | . | -77.5 | -0.6 | . | . | .
COc1cccc(-c2nc(CS(=O)(=O)CC(=O)Nc3cc(OC)ccc3OC)c(C)o2)c1 | 2.7 | 11.5 | -0.5 | 12.2 | 5.0 | 0.3 | -4.8 | 0.1
O=C(NNC(=S)NC(=O)c1cccnc1)c1ccc(F)cc1 | -6.5 | -3.4 | -16.6 | . | 1.2 | 5.6 | 1.5 | -3.4
CC[C@H](C)[C@@H](CN[C@H](C)CNC)NCCC(c1ccccc1)c1ccccc1 | 6.9 | -3.3 | 74.6* | -5.5 | 3.5 | 17.2 | -0.5 | -5.7
CCOc1ccc(C(=O)NC(=S)NC2CCCC2)cc1[N+](=O)[O-] | 5.5 | 0.7 | -1.7 | -6.7 | -5.6 | 9.7 | 7.2 | 2.0
CN(C)S(=O)(=O)c1ccc2c(c1)nc(CCC(=O)O)n2C | 4.5 | 7.3 | 9.5 | -0.2 | -1.1 | -15.5 | -0.5 | -9.2
Cc1cc(Br)ccc1NC(=O)CN(C)C(=O)Cn1c(=O)cnc2ccccc21 | -3.5 | -9.4 | -1.1 | 1.5 | -9.4 | . | 38.5* | 0.1
CNC(=O)/C(C#N)=C\c1cc(C)n(-c2ccc(N3CCOCC3)cc2)c1C | -10.0 | -4.1 | 10.9 | 4.0 | . | -31.5 | 4.8 | -15.0
C[C@@H]1CN([C@H](C)CO)C(=O)c2cc(NC(=O)Cc3ccccc3)ccc2O[C@@H]1CN(C)C(=O)Nc1ccccc1 | 5.1 | . | -20.3 | -5.1 | -2.1 | -7.3 | -1.7 | -4.0
(list continues)
SMILES | LGR2 inh | FN deposition inh | PAX8 reporter | PGC1a acetyl inh | PglD inh | EWS-Fli inh | ERAP1 inh | S100A4 inh HTS
CC(=O)c1cccc(-c2cnc3c(NC=O)cc(-c4ccc(N5CCN(C)CC5)cc4)cn23)c1 | -33.3 | 7.8 | -103.8 | 19.8 | -7.0 | -56.5 | 0.4 | -11.3
Cc1ccccc1-c1cc2nc(NCCN3CCNC3=O)n(C)c(=O)c2s1 | -4.0 | -1.5 | -12.8 | -8.9 | -3.5 | -3.6 | -3.2 | -5.3
CN(C)CCCN(C(=O)c1ccc([N+](=O)[O-])s1)c1nc2cc3c(cc2s1)OCCO3 | 6.4 | 6.3 | -21.8 | . | 2.0 | . | -3.9 | 3.2
O=C(O)/C=C/C(=O)N1CCN(S(=O)(=O)c2cccc(C(F)(F)F)c2)CC1 | . | 0.2 | 3.2 | . | . | 9.9 | -0.8 | -0.2
COc1cccc(CN2CC(C(=O)NCc3ccc(Cl)s3)CCC2=O)c1 (stereo unspecified) | 16.3 | 0.1 | -6.9 | -4.8 | -5.7 | -1.7 | -1.2 | 1.2
CCCCCC/C(C=O)=C\c1ccccc1 | 4.0 | . | . | 7.3 | -0.7 | 0.0 | -1.5 | -2.2
